# EPAC2 antag = EPAC2 (human) antagonism. Q8WZA2. Potency, µM (highest dose often 114 µM), for inactives: at the top dose activity, negative = inhibition, hits mostly inhibitors. hit rate 0.18% among 360,000. AID 720708. EPAC2 GEF exchange of Rap1B-BODIPY-GDP, fluorescence; also: potency is read from the fitted curve at half-maximal effect; % is scaled to controls: 0 for no effect and ±100 for the full control effect; nearly all actives have a fitted effect of over 45% in size; many of its hits are not listed in these tables
# Target sequence (Q8WZA2 whole entry, looked up): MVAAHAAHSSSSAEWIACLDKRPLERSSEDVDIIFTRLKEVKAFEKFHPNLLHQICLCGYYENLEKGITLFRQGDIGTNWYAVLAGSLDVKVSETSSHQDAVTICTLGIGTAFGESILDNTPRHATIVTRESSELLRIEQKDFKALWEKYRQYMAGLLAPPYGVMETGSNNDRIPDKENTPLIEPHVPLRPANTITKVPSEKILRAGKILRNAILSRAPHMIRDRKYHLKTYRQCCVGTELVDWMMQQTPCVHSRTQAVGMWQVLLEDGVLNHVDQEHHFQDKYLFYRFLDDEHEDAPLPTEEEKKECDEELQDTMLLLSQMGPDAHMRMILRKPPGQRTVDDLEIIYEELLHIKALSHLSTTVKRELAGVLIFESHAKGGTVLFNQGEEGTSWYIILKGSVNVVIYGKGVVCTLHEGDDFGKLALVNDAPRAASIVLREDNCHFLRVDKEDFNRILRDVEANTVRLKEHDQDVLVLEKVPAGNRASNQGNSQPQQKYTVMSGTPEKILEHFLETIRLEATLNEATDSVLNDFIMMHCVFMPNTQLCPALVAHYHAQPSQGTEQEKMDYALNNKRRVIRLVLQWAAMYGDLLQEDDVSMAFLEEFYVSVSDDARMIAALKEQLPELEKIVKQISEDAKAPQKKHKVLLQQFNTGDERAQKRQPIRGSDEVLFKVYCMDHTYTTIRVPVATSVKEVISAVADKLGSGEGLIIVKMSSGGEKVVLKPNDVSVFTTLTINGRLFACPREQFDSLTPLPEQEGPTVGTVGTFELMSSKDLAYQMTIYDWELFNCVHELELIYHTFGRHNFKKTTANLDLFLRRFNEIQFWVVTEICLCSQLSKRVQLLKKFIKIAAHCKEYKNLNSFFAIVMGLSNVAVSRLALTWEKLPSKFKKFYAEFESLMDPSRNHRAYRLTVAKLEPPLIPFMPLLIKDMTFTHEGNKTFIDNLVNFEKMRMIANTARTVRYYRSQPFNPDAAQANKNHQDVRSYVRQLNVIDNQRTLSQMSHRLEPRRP
# TDP-43 yeast inh = inhibitors of TDP-43 toxicity in yeast; hit rate 1.8% among 410,000; Potency, µM (doses to about 46.1 µM), for inactives: at the highest dose growth rescue (activation), most hits filed as activators; TDP-43 expressing yeast growth rescue, BacTiter-Glo, 24 h; also: potency is read from the fitted curve at half-maximal effect; % of control where 0% means no effect; nearly all actives have a fitted effect of over 50% in size
#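 Yeast cells expressing TDP-43 under galactose induction are exposed to compounds for 24 hr at 30 deg C. BacTiter-Glo luminescence measures growth, so protective compounds score as activators.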
# DRD3 agonist = activates the human D3 dopamine receptor; max activation, %; P35462; hit rate 0.58% among 410,000; AID 652048; D3R DiscoveRx beta-arrestin cells, luminescence, 90 min; in the data active = max activation above about 30%; also: 0% is about no effect; mostly tested at two doses, the higher about 12 µM
#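 Agonist-mode cell screen: cells plated at 1500/well and incubated overnight at 37 °C, then exposed to library compounds for 90 min at 37 °C. Detection reagent was added for 30–60 min at room temperature, and luminescence was read.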
# FUS suppressor = FUS proteinopathy suppression in yeast; S. cerevisiae FUS-expressing, growth rescue, OD600, 24 h; Potency, µM (top dose mostly 76.6 µM), inactives show top-dose growth rescue (activation), most hits filed as activators; hit rate 0.24% among 390,000;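 also: potency is read from the fitted curve at half-maximal effect; plate controls were DMSO vehicle for no effect and reference control for full effect; nearly all actives have a fitted effect of over 55% in size; some results filed as inactive show a strong effect at the top dose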
#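 Steps: raffinose overnight preculture; dilution to OD 0.005 in 2% galactose minimal medium; compound addition (concentration series); 24hr at 30C, 99% humidity; absorbance read at 600 nm.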
# aSyn rescue = alpha-synuclein toxicity inhibition in yeast; Yeast expressing alpha-synuclein, growth rescue, BacTiter-Glo, 24 h; Potency, µM (top dose mostly 46.1 µM), for inactives: at the top dose growth rescue (activation), actives largely listed as activators; hit rate 0.14% among 370,000; also: potency is read from the fitted curve at half-maximal effect; % of control where 0% means no effect; nearly all actives have a fitted effect of over 65% in size
#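 Rescue of yeast growth: cells expressing toxic alpha-synuclein, induced in galactose at OD600 0.02, incubated with compound 24 h at 30 C. ATP luminescence quantified growth; inhibitors of toxicity appear as activators.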
# EPAC2 agonist = agonists of human EPAC2 (RAPGEF4); Potency, µM (series often up to 154 µM), for the others: at the highest dose activation, hits mostly activators; EPAC2 activation, biochemical qHTS; response scale: 100% = 6.5 mM cAMP response; hit rate 0.079% among 360,000; Q8WZA2; also: potency is read from the fitted curve at half-maximal effect; nearly all actives have a fitted effect of over 50% in size
#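 qHTS, titration series. 100 nM EPAC2 / 250 nM Rap1B-BODIPY-GDP / 50 uM GDP; RT; ex 480/em 540 nm, 5-min reads to 30 min. Norm. to 6.5 mM cAMP = activation.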
# Abeta yeast res = A-beta toxicity reversal in yeast | yeast expressing A-beta42, growth rescue, OD600, 48 h; response scale: 0% DMSO, 100% iron-clioquinol control | Potency, µM (series often up to 46.1 µM), without a hit: at the top dose growth rescue, actives largely listed as activators | hit rate 0.063% among 410,000; also: potency is read from the fitted curve at half-maximal effect; nearly all actives have a fitted effect of over 55% in size
#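 Yeast A-beta toxicity model in growth medium with pinned compounds, 48 h at 30 C; growth read as absorbance at 600 nm. Normalized to FeCl3/clioquinol equimolar mix (positive) and DMSO (negative).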
# DRD3 antagonist = D3 dopamine receptor (human) antagonism | P35462 | D3R cells, DiscoveRx beta-arrestin luminescence, antagonist mode; active compounds read low | max response, negative = inhibition, % | hit rate 2.5% among 360,000; in the data active = max response below about -50%; inconclusive = no clear call, values can overlap the other calls; also: % is scaled to controls: 0 for no effect and ±100 for the full control effect; mostly tested at two doses, the higher about 12 µM
#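 Cells plated overnight at 1500 cells/well, then exposed to library compounds with dopamine controls for 90 minutes at 37 degrees C. DiscoveRx reagent added for 30–60 minutes at room temperature; luminescence read, quantitative HTS format.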
# Numbers without * were called inactive; ? = inconclusive; . = not tested or not shown; [ ] = remark or other dose. Unless noted, calls follow the shape of the dose curve; as a rule, active = well fitted curve in the direction sought with a large enough effect; inconclusive = small, poorly fitted or top-dose-only effect, or another doubt; inactive = no such curve, though single readings can be large; an effect the other way counts as inactive or inconclusive.
SMILES,EPAC2 antag,TDP-43 yeast inh,DRD3 agonist,FUS suppressor,aSyn rescue,EPAC2 agonist,Abeta yeast res,DRD3 antagonist
COc1cc(C(C)=O)ccc1OCC(O)CN1CCN(c2c(C)cccc2C)CC1 (stereo unspecified),3.3%,-19.8%,-16.2,5.3%,0.6%,-2.9%,0.5%,-23.4
Cc1csc(NC(=O)c2ccc(C)o2)n1,3.8%,-4.7%,1.1,12.6%,4.2%,1.2%,21.1%,13.8
CC(C)COC(=O)C(C#N)c1nc2ccccc2nc1N1CCN(Cc2ccc3c(c2)OCO3)CC1 (stereo unspecified),-6.0%,-8.4%,0.5,8.8%,-6.1%,-4.5%,14.4%,8.2
COC(=O)c1ccc(S(=O)(=O)N2CCCCCC2)n1C,4.1%,25.3%,-0.6,-18.2%,0.4%,6.0%,14.7%,-6.5
CC1(C)Cc2ccccc2-c2c1c(=O)n(Cc1ccccc1)c1nnnn21,7.7%,-0.9%,-3.7,13.3%,-2.3%,-0.1%,0.0%,7.7
COc1ccc(NC2CC(=O)N(c3cc([N+](=O)[O-])ccc3C)C2=O)cc1 (stereo unspecified),-9.0%,23.8%[9.22 µM],-11.1,8.9%,3.0%,11.9%,3.2%,-11.4
O=C(NCCN1CCN(C(=O)c2ccc(F)cc2)CC1)c1ccc(F)cc1,2.5%,8.6%,-10.1,-2.3%,-1.9%,-7.8%,-7.1%,-79.4*
C=CCC1(C(=O)N(C)Cc2ccccc2)CCN(C(=O)OC(C)(C)C)CC1,0.2%,-3.0%,-24.8,30.6%,6.7%,17.6%,15.4%,0.0
O=C(NC(=S)Nc1ccccc1Br)c1ccc2c(c1)OCO2,-9.3%,9.1%,-12.1,.,-4.2%,1.8%,-7.6%,?
COc1ccc(CC(=O)Nc2nnc(C(C)C)s2)cc1OC,-1.4%,-4.8%,5.3,18.8%,0.3%,6.0%,5.0%,18.3
CCOC(=O)C1(CCOc2ccccc2)CCN(Cc2ccc(C#CCCO)cc2)CC1,-12.6%,8.7%,-18.2,5.3%,2.5%,2.2%,20.4%,?
CCOC(=O)N/N=C\c1ccc([N+](=O)[O-])o1,3.1%,10.8%,-10.2,-4.9%,1.6%,-1.8%,-12.5%,-9.8
Cc1cc(C)c2c(c1)/C(=N\N=c1\sc3ccccc3n1C)C(=O)N2,3.4%,-15.9%,-6.7,13.9%,-5.9%,-9.2%,-7.5%,-5.4
CN(C(=S)NC(=O)/C=C/c1ccc(F)cc1)C1CCCCC1,17.6%,-17.8%,-0.9,6.9%,-8.9%,10.8%,-4.7%,-5.1
CN(C)C(=O)COC(=O)[C@H](Cc1ccccc1)NC(=O)c1ccco1,19.0%,-4.1%,0.8,2.2%,-1.0%,2.1%,-3.0%,?
CS(=O)(=O)N1CCN(C2CCN(Cc3ccccc3)CC2)CC1,-19.0%,1.6%,-3.2,1.4%,-10.2%,8.6%,-8.3%,10.4
COc1cccc(C(=O)NCC2(c3ccc(OC)c(OC)c3)CCCC2)c1,-2.9%,11.5%,10.6,16.4%,13.7%,13.4%,14.8%,1.6
O=C(CNC(=O)C1CCCCC1)Nc1cc(Cl)ccc1Cl,-8.9%,-1.0%,-1.9,.,8.4%,-7.4%,20.1%,-14.2
CC(=O)Nc1ccc(-c2csc(Nc3cccc(C)n3)n2)cc1,-2.1%,21.3%,-7.0,14.8%,-21.4%,4.4%,6.8%,-7.0
O=C(Nc1ccccc1C(F)(F)F)c1cc(-c2ccccc2O)on1,2.0%,-18.7%,-4.3,4.7%,-1.6%,-4.2%,-0.7%,-26.7
CCN1C[C@@H]2[C@@H]3C(=O)N(C)C(=O)[C@@H]3[C@](Cc3ccccc3)(C(=O)OC)N2C1=NCc1ccccc1,9.0%,17.7%,14.3,-4.5%,0.2%,-1.6%,-10.3%,27.7
CS(=O)(=O)N1CCN(c2ccc(NC(=S)NC(=O)c3cccs3)cc2)CC1,-1.9%,-0.4%,-5.3,2.8%,-1.6%,8.6%,-12.9%,-8.2
COc1cccc(C(=O)COC(=O)c2cccs2)c1,-8.3%,15.9%,-2.5,2.7%,0.3%,16.2%,-5.5%,0.2
COc1ccccc1CNCc1cc(OC)c(OC)c(OC)c1,4.1%,-10.9%,3.4,-14.2%,0.4%,7.8%,1.5%,-18.2
O=C(O)c1ccc(-c2nnc(-c3cccc(Br)c3)o2)cc1,-4.0%,9.4%,1.5,-28.2%,-6.0%,9.9%,1.9%,-8.8
# (listing goes on)
SMILES,EPAC2 antag,TDP-43 yeast inh,DRD3 agonist,FUS suppressor,aSyn rescue,EPAC2 agonist,Abeta yeast res,DRD3 antagonist
Cc1ccccc1N1CCN(C(=O)c2ccccc2NC(=O)/C=C\C(=O)O)CC1,-0.4%,20.3%,3.2,2.4%,22.2%,18.3%,41.6%,12.1
CCOc1ccc2nc(NCCNC(=S)NCCCN(C)C)c(C#N)cc2c1,-13.7%,-19.8%[0.397 µM],-5.0,18.2%,-5.0%,0.6%,-3.6%,-13.9
CC(Oc1ccc2ccccc2c1)C(=O)N/N=C/c1cccnc1 (stereo unspecified),-7.1%,21.4%,4.2,25.9%,0.9%,5.1%,2.1%,-20.0
COc1ccc(-n2c(SCC(=O)N/N=C(\C)c3cccnc3)nc3ccccc3c2=O)cc1,0.3%,4.0%,17.4,3.5%,0.9%,3.2%,-2.5%,4.7
CCC(CO)Oc1cc(NC(=O)c2ccc([N+](=O)[O-])cc2)c2ncn(C(C)C)c2c1 (stereo unspecified),7.7%,15.9%,2.5,-16.3%,-5.5%,1.2%,-13.9%,-60.5*
C/C(N)=C(/C#N)C(=O)CSc1nnc(NC(C)C)s1,15.7%,-28.1%,12.5,15.8%,-2.8%,1.7%,-21.6%,-7.6
O=C(NCc1cccs1)C1CCC(CNS(=O)(=O)c2cccs2)CC1 (stereo unspecified),11.7%,-0.1%,4.6,4.4%,-2.3%,6.7%,1.4%,8.8
O=C(NC1CCCC1)C1C(c2ccc(C(F)(F)F)cc2)=Nc2ccccc2N1C(=O)c1ccccc1 (stereo unspecified),-15.7%,-2.1%,-10.7,8.1%,22.0%,1.0%,-26.3%,?
Cc1cc(C)nc(Nc2ncc(O)n2-c2ccccc2)n1,5.7%,-14.0%,0.6,4.3%,1.1%,5.8%,3.2%,-26.8
COc1cc(C(=O)NC23CC4CC(CC(C4)C2)C3)cc(OC)c1OC,1.7%,-11.0%,-15.8,-16.1%,-0.5%,5.8%,2.6%,-11.1
CC(=O)Nc1c(Cl)c(Cl)c2c(c1Cl)C(=O)c1cc(Cl)ccc1-2,12.3%,24.1%,9.1,.,1.1%,-5.7%,-5.5%,3.4
N#C/C(=C\c1ccc[nH]1)C(=O)Nc1ccccc1Cl,13.8%,-13.0%,-0.5,9.0%,-1.5%,6.6%,-9.8%,-10.5
O=C(O)c1nn(Cc2csc(-c3ccccc3)n2)c(=O)c2ccccc12,1.5%,4.0%,1.5,-1.8%,2.9%,-0.8%,-15.2%,4.9
Cc1cccc2sc(NNC(=O)c3ccc(S(=O)(=O)N4CCCC(C)C4)cc3)nc12 (stereo unspecified),-14.1%,5.62µM*,16.8,?,11.1%,11.8%,12.6%,41.7
COC(=O)C1=CN(Cc2ccc(OC)c(OC)c2)C=C(C(=O)OC)C1c1ccccc1F,?,8.6%,25.1,?,6.5%,10.1%,-4.8%,85.7
Cc1cc2nc(C3CCCCC3)c(Cc3ccccc3)n2c(C)c1Br,8.3%,21.5%,-17.8,-8.8%,11.1%,9.4%,3.7%,-21.2
O=C1Nc2ccccc2N=C(c2ccc3c(c2)OCO3)C1N(C(=O)c1ccc2ccccc2c1)C1CC1 (stereo unspecified),-18.2%,-6.4%,3.7,43.3%,2.0%,-4.5%,2.0%,-15.5
CC1C(=O)c2ccccc2CC1C(=O)O (stereo unspecified),5.9%,1.8%,-5.1,-7.1%,5.8%,2.5%,1.4%,12.3
CC12CCC(=O)N1C(C(=O)Nc1ccccc1N1CCCC1)CS2 (stereo unspecified),5.1%,-4.4%,18.7,4.9%,2.4%,-0.5%,5.8%,7.1
O=C(Nc1cc([N+](=O)[O-])ccc1Cl)C(Sc1ccccc1)c1ccccc1 (stereo unspecified),-2.5%,3.7%,-5.7,.,-8.7%,-2.8%,15.8%,-15.8
O=C(COc1ccc(Cl)cc1)N1CCCCC1,0.6%,-4.5%,-2.4,10.2%,-1.7%,0.1%,17.9%,1.0
CC1=C(C(N)=O)C(c2ccccc2F)NC(=O)N1 (stereo unspecified),4.0%,-12.2%,-2.9,21.4%,-8.8%,2.1%,-11.7%,?
O/N=C1\CCCc2c1nc(-c1ccccc1F)n2O,17.2%,10.8%,10.9,-16.2%,-0.1%,3.4%,-4.5%,10.8
CCOc1cccc(/C=N/Nc2ccc(S(=O)(=O)N(CC)CC)cn2)c1O,-7.5%,-2.6%,0.1,28.9%,-5.6%,-11.0%,-19.3%,-11.4
COc1cccc(N2CC(C(=O)Nc3ccc(F)cc3)CC2=O)c1 (stereo unspecified),-14.8%,-10.6%,-4.0,9.4%,0.9%,8.6%,-4.0%,-2.0
Fc1ccc(-c2ccnc3nc(N4CCOCC4)nn23)cc1,1.8%,24.0%,2.3,12.4%,-2.0%,-1.5%,-7.3%,10.0
CNS(=O)(=O)c1ccc(N2CCCC2)c([N+](=O)[O-])c1,-1.2%,12.7%,1.7,15.2%,2.9%,1.6%,.,5.3
O=C(Cn1cnc([N+](=O)[O-])c1)Nc1ccc(F)c(Cl)c1,5.7%,8.7%,-2.1,-10.7%,-6.3%,9.4%,-6.3%,-3.4
CCC1Oc2ccc(C)cc2N(CC(=O)NCCN2C(C)CCCC2C)C1=O (stereo unspecified),-1.8%,-10.3%,-6.5,-4.3%,0.3%,10.9%,-3.8%,-11.9
NNC(=O)c1[nH]c(-c2ccccc2)cc1-c1ccccc1,1.3%,12.5%,-2.7,24.4%,1.4%,9.0%,-7.5%,4.0

# A portion of the library; count on the stated rates, not on these rows.
